# Screens as filed in PubChem BioAssay.
# EPAC2 ag: EPAC2 (human) agonism; Q8WZA2; 0.079% of 360,000 active; Potency, µM (top dose mostly 154 µM), inactives show top-dose activation, usual class: activators; EPAC2 activation, biochemical qHTS; response scale: 100% = 6.5 mM cAMP response; note: potency is the fitted concentration of half-maximal effect; nearly all actives have a fitted effect of over 50% in size
# Target sequence (Q8WZA2 whole entry, looked up): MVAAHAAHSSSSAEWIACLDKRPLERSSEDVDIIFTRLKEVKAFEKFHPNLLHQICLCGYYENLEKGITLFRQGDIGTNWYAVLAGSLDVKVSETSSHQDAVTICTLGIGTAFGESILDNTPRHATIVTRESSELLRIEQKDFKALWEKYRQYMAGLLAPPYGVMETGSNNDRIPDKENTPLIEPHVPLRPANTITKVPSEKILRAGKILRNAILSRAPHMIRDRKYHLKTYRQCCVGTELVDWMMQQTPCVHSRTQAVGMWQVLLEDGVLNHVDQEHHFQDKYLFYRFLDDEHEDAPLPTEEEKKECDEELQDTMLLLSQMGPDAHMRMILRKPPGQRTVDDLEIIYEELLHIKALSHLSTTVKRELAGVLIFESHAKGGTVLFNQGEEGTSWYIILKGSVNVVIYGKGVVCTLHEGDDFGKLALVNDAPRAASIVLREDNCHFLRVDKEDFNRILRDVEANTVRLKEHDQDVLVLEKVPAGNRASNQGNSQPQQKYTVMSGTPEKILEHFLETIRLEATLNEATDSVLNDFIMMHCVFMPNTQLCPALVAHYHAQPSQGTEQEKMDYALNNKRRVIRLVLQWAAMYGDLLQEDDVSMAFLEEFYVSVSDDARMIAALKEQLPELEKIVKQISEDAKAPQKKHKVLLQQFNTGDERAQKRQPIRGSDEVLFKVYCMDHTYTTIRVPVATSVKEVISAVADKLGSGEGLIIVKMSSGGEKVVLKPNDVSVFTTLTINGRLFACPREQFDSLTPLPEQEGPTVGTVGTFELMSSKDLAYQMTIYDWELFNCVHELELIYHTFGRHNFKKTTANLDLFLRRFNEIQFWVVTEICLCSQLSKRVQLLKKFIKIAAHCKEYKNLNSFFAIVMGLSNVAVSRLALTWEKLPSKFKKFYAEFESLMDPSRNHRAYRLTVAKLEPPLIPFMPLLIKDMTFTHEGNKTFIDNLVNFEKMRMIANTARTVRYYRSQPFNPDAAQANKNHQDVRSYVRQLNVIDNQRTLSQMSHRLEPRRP
#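 Each well held 100 nM EPAC2, 250 nM RAP1B-BODIPY-GDP and 50 uM GDP. Fluorescence, read at 5-min intervals to 30 min, was referenced to a 6.5 mM cAMP positive control.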
# aSyn yeast inh: inhibitors of alpha-synuclein toxicity in yeast; Yeast expressing alpha-synuclein, growth rescue, BacTiter-Glo, 24 h; Potency, µM (highest dose often 46.1 µM), for the others: top-dose growth rescue (activation), hits mostly activators; 0.14% of 370,000 active; AID 652106; note: potency is the fitted concentration of half-maximal effect; % of control where 0% means no effect; nearly all actives have a fitted effect of over 65% in size
#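 Rescue of yeast growth: cells expressing toxic alpha-synuclein, induced in galactose at OD600 0.02, incubated with compound 24 h at 30 C. ATP luminescence quantified growth; inhibitors of toxicity appear as activators.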
# Abeta rescue: A-beta toxicity reversal in yeast; AID 1347071; yeast expressing A-beta42, growth rescue, OD600, 48 h; response scale: 0% DMSO, 100% iron-clioquinol control; Potency, µM (titrated, usually from 46.1 µM), for inactives: at the top dose growth rescue, most hits filed as activators; 0.063% of 410,000 active; note: potency is the fitted concentration of half-maximal effect; nearly all actives have a fitted effect of over 55% in size
#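 Yeast A-beta toxicity model in growth medium with pinned compounds, 48 h at 30 C; growth read as absorbance at 600 nm. Normalized to FeCl3/clioquinol equimolar mix (positive) and DMSO (negative).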
# FUS suppressor: FUS proteinopathy suppression in yeast; S. cerevisiae FUS-expressing, growth rescue, OD600, 24 h; Potency, µM (doses to about 76.6 µM), inactives show at the highest dose growth rescue (activation), usual class: activators; 0.24% of 390,000 active;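 note: potency is the fitted concentration of half-maximal effect; plate controls were DMSO vehicle for no effect and reference control for full effect; nearly all actives have a fitted effect of over 55% in size; some results filed as inactive show a strong effect at the top dose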
#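 Yeast expressing FUS under galactose induction, OD 0.005 in 2% galactose medium; compounds in a dilution series, 24 h at 30C. Growth rescue by absorbance at 600 nm; CP55940 positive control, DMSO negative.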
# D3 ag: activates the human D3 dopamine receptor; D3R DiscoveRx beta-arrestin cells, luminescence, 90 min; max activation, %; AID 652048; 0.58% of 410,000 active; in the data active = max activation above about 30%; note: 0% is about no effect; mostly tested at two doses, the higher about 12 µM
#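 Cells at 1500/well, incubated overnight, then treated with pinned compounds (dopamine as control) for 90 min at 37 degrees C. DiscoveRx reagent added for 30 - 60 minutes at room temperature; luminescence read.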
# TDP43 rescue: inhibitors of TDP-43 toxicity in yeast; TDP-43 expressing yeast growth rescue, BacTiter-Glo, 24 h; Potency, µM (doses to about 46.1 µM), without a hit: at the top dose growth rescue (activation), actives largely listed as activators; 1.8% of 410,000 active; AID 652104; note: potency is the fitted concentration of half-maximal effect; % of control where 0% means no effect; nearly all actives have a fitted effect of over 50% in size
#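 Yeast cells expressing TDP-43 under galactose induction are exposed to compounds for 24 hr at 30 deg C. BacTiter-Glo luminescence measures growth, so protective compounds score as activators.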
# EPAC2 antag: antagonists of human EPAC2; Q8WZA2; EPAC2 GEF exchange of Rap1B-BODIPY-GDP, fluorescence; Potency, µM (series often up to 114 µM), without a hit: at the top dose activity, negative = inhibition, usual class: inhibitors; 0.18% of 360,000 active; AID 720708; note: potency is the fitted concentration of half-maximal effect; % is set by controls: 0 for no effect and ±100 for the full control effect; nearly all actives have a fitted effect of over 45% in size; many of its hits are not listed in these tables
# D3 antag: D3 dopamine receptor (human) antagonism | D3R cells, DiscoveRx beta-arrestin luminescence, antagonist mode; stronger effect = lower value | max response, negative = inhibition, % | 2.5% of 360,000 active; in the data active = max response below about -50%; inconclusive = no clear call, values can overlap the other calls; note: % is set by controls: 0 for no effect and ±100 for the full control effect; mostly tested at two doses, the higher about 12 µM
#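 Cells plated overnight at 1500 cells/well, then exposed to library compounds with dopamine controls for 90 minutes at 37 degrees C. DiscoveRx reagent added for 30–60 minutes at room temperature; luminescence read, quantitative HTS format.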
# * hit, by the source's call; ? = inconclusive; · = not tested or not shown; & = joins results of further samples; [ ] = dose if it differs, or a comment. Unless noted, calls come from the whole dose curve; as a rule, active = well fitted curve in the direction sought with a large enough effect; inconclusive = small, poorly fitted or top-dose-only effect, or another doubt; inactive = no such curve, though single readings can be large; an effect the other way counts as inactive or inconclusive.
SMILES,EPAC2 ag,aSyn yeast inh,Abeta rescue,FUS suppressor,D3 ag,TDP43 rescue,EPAC2 antag,D3 antag
Nc1ncc(Br)cc1S(=O)(=O)NC1CCCCC1,-5%,4%,-1%,2%,-11,22%,0%,1
Cc1nc(-c2ccccc2O)n(S(=O)(=O)N(C)C)n1,7%,-14%,-11%,6%,31*,30%,12%,13
O=C(NCCOC(=O)c1ccccc1)c1ccc([N+](=O)[O-])cc1,0%,11%,21%,-20%,7,-9%,0%,16
CC1C(=O)CC(c2ccc([N+](=O)[O-])cc2)NC1c1ccc([N+](=O)[O-])cc1 (stereo not given),9%,6%,12%,-3%,-1,?,0%,-11
CS(=O)(=O)c1ccc(C(=O)NC2CCCCC2)cc1,-8%,0%,1%,-2%,-4,3%,-6%,-9
CC(C)(C)c1nc2c(s1)CCc1onc(-c3ccc(Cl)cc3)c1-2,4%,3%,2%,-23%,-2,11%,2%,46
Cc1ccc(NC(=O)O/N=C/c2c(C)nn(C(C)(C)C)c2C)cc1Cl,-1%,1%,12%,8%,7,-4%[1.82 µM],-16%,5
O=C(OCc1nc2scc(-c3ccccc3)c2c(=O)[nH]1)c1cc(Cl)ccc1[N+](=O)[O-],6%,1%,?,27%,-3,4%,-11%,-1
CC(Oc1cc2oc(=O)c3c(c2cc1Cl)CCC3)C(=O)NCCCN1CCOCC1 (stereo not given),2%,11%,1%,-16%,3,-4%,5%,1
CCOc1ccc(NC(=O)CCn2c(=O)c3cccn3c3cccnc32)cc1,·,·,2%,-14%,1,27%,·,·
CCOc1ccc(N(CC)S(=O)(=O)N2CCCC(C(=O)NCc3ccccc3OCC)C2)cc1 (stereo not given),·,·,6%,32%,-11,20%,·,·
COc1ccc2c(c1)SCC(=O)N2C,-9%,7%,10%,6%,1,0%,7%,-10
COc1ccc(-c2cc(C(=O)N3CCCC(C(F)(F)F)C3)c3ccccc3n2)cc1OC (stereo not given),10%,1%,4%,?,-10,17%,-21%,18
CCc1ccc(N(C(=O)c2snc(C(N)=O)c2N)C(C(=O)NC2CCCC2)c2ccncc2)cc1 (stereo not given),-11%,-8%,-8%,-5%,4,?,-8%,10
O=C(COC(=O)c1ccc(Cl)nc1)NC1CCCc2ccccc21 (stereo not given),11%,2%,2%,13%,-5,6%,12%,-11
COc1ccccc1CNC(=O)CCN=C1NS(=O)(=O)c2ccccc21,18%,-1%,2%,-20%,0,-3%,0%,-10
COc1ccc(S(=O)(=O)N2CCC(C(=O)NCc3cccc(OC)c3)CC2)cc1,-3%,3%,22%,27%,-3,-3%,7%,25
O=C(CNC1CCCCC1)Nc1cc(S(=O)(=O)N2CCOCC2)ccc1Cl,5%,3%,0%,7%,0,-2%,-1%,11
COc1ccccc1C(=O)Nn1c(-c2cccs2)nc2ccccc2c1=O,12%,-3%,10%,3%,1,?,-24%,-14
CC(C)NC(=S)N1CCN(S(C)(=O)=O)CC1,0%,0%,-12%,·,-12,10%,-1%,-11
O=C(CSc1nncs1)Nc1ccc(Cl)cc1C(F)(F)F,5%,0%,2%,-14%,5,25%,5%,8
Cc1ccc(C)c(NC(=O)CCOc2ccccc2)c1,-1%,2%,4%&-7%,-20%&2%,5&-16,3%&-2%,1%,-2
CC(C)(C)OC(=O)NC(Cc1ccccc1)C(=O)O (stereo not given),0%,-1%,2%,-21%,-1,3%,0%,4
CCNC(=S)NCCN1CCCCC1,-4%,-5%,-1%,-1%,-3,2%,-5%,-8
COc1ccc(S(=O)(=O)Cc2ccc(C(=O)N3CCN(c4ccccn4)CC3)o2)cc1,4%,-6%,2%,-15%,1,18%,0%,-16
COc1cc(CNn2cn[nH]c2=S)cc(Cl)c1OCc1ccccc1,12%,-22%,17%,22%,-13,7%,-6%,-10
CC(C)CC(=O)Nc1c2c(nn1-c1cccc(Cl)c1)CS(=O)C2 (stereo not given),7%,1%,-12%,3%,-1,9%,0%,12
CCCCC(=O)NC(=S)NNC(=O)CC,5%,?,?,-20%,0,16%,0%,-28
COc1ccc2nc(C)c3c(c2c1)OC(C)C3 (stereo not given),0%[15.6 µM],-13%,-6%,-3%,4,-14%,-4%,-3
CCOC(=O)c1sc2nc(C)nc(SCC(=O)NC3CCS(=O)(=O)C3)c2c1C (stereo not given),-3%,-7%,-12%,12%,-5,-13%,10%,-16

# One compound at a time (already shown):
# COc1ccc2nc(C)c3c(c2c1)OC(C)C3 (stereo not given) reads EPAC2 ag: 0%[15.6 µM]; aSyn yeast inh: -13%; Abeta rescue: -6%; FUS suppressor: -3%; D3 ag: 4; TDP43 rescue: -14%; EPAC2 antag: -4%; D3 antag: -3
# Cc1ccc(C)c(NC(=O)CCOc2ccccc2)c1 reads EPAC2 ag: -1%; aSyn yeast inh: 2%; Abeta rescue: 4%&-7%; FUS suppressor: -20%&2%; D3 ag: 5&-16; TDP43 rescue: 3%&-2%; EPAC2 antag: 1%; D3 antag: -2

# Going on with the list:
SMILES,EPAC2 ag,aSyn yeast inh,Abeta rescue,FUS suppressor,D3 ag,TDP43 rescue,EPAC2 antag,D3 antag
COc1ccc(Br)cc1S(=O)(=O)n1c([N+](=O)[O-])cnc1C,5%,-4%,-18%,-18%,-2,-8%,6%,-12
CC12CCCC[C@@H]1CCC1C2CCC2(C)C1CC[C@@]2(O)CNCCO (stereo not given in full),12%,2%,-19%,14%,10,-26%,2%,0
COc1cc(C(c2c(O)cc(C)[nH]c2=O)c2c(O)cc(C)[nH]c2=O)ccc1O,14%,-14%,-9%,9%,-3,-23%,4%,-6
COc1ccc(C(=O)c2oc3ccccc3c2NC(=O)COc2c(C)cc(C)cc2C)cc1,·,-4%,-10%,-14%,-6,14%,·,·
Cc1nn(C)cc1/C=C/C(=O)c1cccs1,-2%,-2%,-14%,28%,-2,?,-3%,-14
Cc1ccc(OCC(=O)Nc2cc3nn(-c4ccccc4)nc3cc2C)cc1,·,·,-10%,3%,6,1%,·,·
COc1ccc(/C=C(\C#N)C(=O)Nc2cccnc2)cc1,-2%,-6%,34%,·,2,1%,16%,10
COc1cccc(C(=O)NC2CC3CCCC(C2)N3CC(=O)Nc2ccccc2C(F)(F)F)c1 (stereo not given),13%,-4%,-9%,27%,-11,0%,-1%,-15
O=C(Nc1ccc(N2CCOCC2)cc1)c1cnccn1,-2%,-6%,-4%,-9%,1,-7%,0%,6
CC1CCCCC1NCC#CCOc1ccc(Cl)cc1 (stereo not given),4%,8%,14%,2%,-2,-5%,4%,-17
CCCCCCOc1ccc(-c2ccc(C#N)cn2)cc1,2%,-8%,-3%,31%,5,29%,?,32
CCN(CC(=O)Nc1ccc(OC)cc1)C(=O)Cc1ccsc1,7%,7%,7%,·,-6,-5%,5%,0
Cc1cc(C)nc(NS(=O)(=O)c2ccc(N=Cc3c(C)[nH]n(-c4ccccc4)c3=O)cc2)n1,-2%,2%,5%,32%,-12,3%,-1%,11
CCN(CC)CCCN(C(C)=O)c1nc(-c2cc(OC)ccc2OC)cs1,5%,8%,5%,0%,-1,22%,-3%,-15
CCc1noc(C)c1C(=O)OCC(=O)NC(C)c1ccccc1 (stereo not given),7%,2%,-14%,-10%,1,16%,7%,6
CCn1cc(C(=O)NCCCOC)c(=O)c2cc(S(=O)(=O)N(C)C3CCCCC3)ccc21,8%,-6%,-1%,14%,-8,-24%,12%,0
CCOC(=O)/C(C#N)=C1\Nc2ccccc2N=C1N(CC(C)C)CC(C)C,18%,-10%,9%,20%,-17,-26%,-10%,?
C=CCN1CC(c2nc3ccccc3n2Cc2cccc3ccccc23)CC1=O (stereo not given),20%,20%,18%,39%,-7,-3%,-1%,-19
Cc1cc2sc3nc(=O)n(-c4ccccc4)c(=O)n3c2cc1C,6%,-9%,-3%,-9%,2,21%,6%,2
CC(C)C[C@H](NC(=O)[C@@H]1Cc2c([nH]c3ccccc23)C2c3ccccc3C(=O)N21)C(=O)N1CCC[C@@H]1C(=O)O (stereo not given in full),3%,2%,-4%,?,-14,?,?,2
Cc1cc(C(F)(F)F)c2c(C)nn(CCc3nn[nH]n3)c2n1,4%,-2%,-5%,19%,5,7%,5%,13
Cc1ccc(C(=O)Nc2nnc(-c3cccs3)s2)cc1C,15%,-6%,-7%,12%,4,-3%,-1%,-6

# Compounds from the list above containing a halogen (15):
SMILES,EPAC2 ag,aSyn yeast inh,Abeta rescue,FUS suppressor,D3 ag,TDP43 rescue,EPAC2 antag,D3 antag
Nc1ncc(Br)cc1S(=O)(=O)NC1CCCCC1,-5%,4%,-1%,2%,-11,22%,0%,1
CC(C)(C)c1nc2c(s1)CCc1onc(-c3ccc(Cl)cc3)c1-2,4%,3%,2%,-23%,-2,11%,2%,46
Cc1ccc(NC(=O)O/N=C/c2c(C)nn(C(C)(C)C)c2C)cc1Cl,-1%,1%,12%,8%,7,-4%[1.82 µM],-16%,5
O=C(OCc1nc2scc(-c3ccccc3)c2c(=O)[nH]1)c1cc(Cl)ccc1[N+](=O)[O-],6%,1%,?,27%,-3,4%,-11%,-1
CC(Oc1cc2oc(=O)c3c(c2cc1Cl)CCC3)C(=O)NCCCN1CCOCC1 (stereo not given),2%,11%,1%,-16%,3,-4%,5%,1
COc1ccc(-c2cc(C(=O)N3CCCC(C(F)(F)F)C3)c3ccccc3n2)cc1OC (stereo not given),10%,1%,4%,?,-10,17%,-21%,18
O=C(COC(=O)c1ccc(Cl)nc1)NC1CCCc2ccccc21 (stereo not given),11%,2%,2%,13%,-5,6%,12%,-11
O=C(CNC1CCCCC1)Nc1cc(S(=O)(=O)N2CCOCC2)ccc1Cl,5%,3%,0%,7%,0,-2%,-1%,11
O=C(CSc1nncs1)Nc1ccc(Cl)cc1C(F)(F)F,5%,0%,2%,-14%,5,25%,5%,8
COc1cc(CNn2cn[nH]c2=S)cc(Cl)c1OCc1ccccc1,12%,-22%,17%,22%,-13,7%,-6%,-10
CC(C)CC(=O)Nc1c2c(nn1-c1cccc(Cl)c1)CS(=O)C2 (stereo not given),7%,1%,-12%,3%,-1,9%,0%,12
COc1ccc(Br)cc1S(=O)(=O)n1c([N+](=O)[O-])cnc1C,5%,-4%,-18%,-18%,-2,-8%,6%,-12
COc1cccc(C(=O)NC2CC3CCCC(C2)N3CC(=O)Nc2ccccc2C(F)(F)F)c1 (stereo not given),13%,-4%,-9%,27%,-11,0%,-1%,-15
CC1CCCCC1NCC#CCOc1ccc(Cl)cc1 (stereo not given),4%,8%,14%,2%,-2,-5%,4%,-17
Cc1cc(C(F)(F)F)c2c(C)nn(CCc3nn[nH]n3)c2n1,4%,-2%,-5%,19%,5,7%,5%,13

# These rows are one share of the data, so the mix of outcomes need not match the whole.
